Source: PubChem BioAssay
NCI-60 one-dose screen, 48 h, at 10 µM unless noted. Numbers give growth in % (100 = growth as untreated, 0 = no growth, -100 = all killed).
ACHN = ACHN renal cancer. 4.9% of 81,000 active. AID 1794771
NCI-H460 = NCI-H460 lung cancer; 6.8% of 82,000 active
NCI-H522 = NCI-H522 lung cancer | 8% of 78,000 active | AID 1794739
CAKI-1 = CAKI-1 renal cancer; 4.7% of 75,000 active
786-0 = 786-0 renal cancer cells; 5.1% of 81,000 active; AID 1794775
NCI-H322M = NCI-H322M lung cancer. 2.7% of 80,000 active. AID 1794733
UO-31 = UO-31 renal cancer; 5.2% of 81,000 active; AID 1794768
TK-10 = TK-10 renal cancer cells. 3.9% of 81,000 active. AID 1794769
RXF 393 = RXF 393 renal cancer cells; 6.9% of 77,000 active
* = called active by the depositor; . = not tested or not shown; & = joins results of further samples. The calls were made as follows: active = growth percent below 10; inactive = the rest.

The line under a structure holds: UO-31	ACHN	NCI-H522	TK-10	786-0	RXF 393	NCI-H322M	CAKI-1	NCI-H460
> COc1ccc(/C=C/C(=O)c2cccc(NS(C)(=O)=O)c2)cc1
  49	93	66	92	76	.	92	.	96
> O=S(=O)(NCCNc1nccc(-c2c(-c3ccc(O)cc3)nc3sccn23)n1)c1ccc(F)cc1
  75	99	97	105	101	108	95	101	108
> COc1ccc(CNC(=O)C2CCN(c3nc(C(F)(F)F)ccc3C#N)CC2)cc1
  83	103	95	100	95	107	104	87	107
> COc1cc(/C=C/C(=O)N2CCCC2)cc2c1OCO2
  94	94	95	103	102	113	93	96	103
> CN(C)CCC/C=N/Nc1ccc(Cl)cc1[N+](=O)[O-]
  102	104	94	113	106	121	107	103	101
> Cn1cc(/C=C2\SC(=S)N(CCCC(=O)NCCc3ccc(O)cc3)C2=O)c2ccccc21
  42	90	89	126	94	89	71	79	85
> CCOc1ccc(NC(=O)OCC(C)C)cc1
  100	100	104	116	98	110	109	102	102
> COc1ccc(N2COC(=O)c3ccccc32)cc1
  90	106	76	.	82	129	96	101	110
> COc1ccc(CNCCCN2C(=O)c3ccc4c5c(ccc(c35)C2=O)C(=O)N(CCCNCCCCNCCCN)C4=O)c(OC)c1OC
  51	.	1.6*	26	22	7.4*	30	56	20
> CC(=O)C(=O)NCCCCCCCC(=O)Nc1ccccc1
  91	114	91	107	103	.	105	93	117
> CN1CCC(N)=NC1=O
  86	98	88	94	114	95	88	66	112
> CCOC(OCC)c1ccc(OC)cc1
  97	112	95	103	97	119	131	123	107
> Cc1ccc(NC(=O)/C(CC(=O)c2c[n+](=O)c3ccccc3n2O)=N\NC(=O)C[n+]2ccccc2)cc1
  68	95	82	157	118	97	107	99	100
> COc1cccc(/C=C/[C@H]2O[C@@H](C)[C@H](O)[C@@H]2O)c1
  93	115	95	111	.	140	106	102	104
> CCNc1nc(C(F)(F)F)nc2c1sc(=S)n2-c1ccccc1
  104	93	70	89	101	100	.	94	100
> CC(=O)Nc1c(O)c2ccccc2c2ccccc12
  86	93	88	98	101	99	93	95	111
> N=C(N)N=Nc1cc(O)c(NN=C(N)N)cc1O
  86	110	102	102	106	113	105	.	98
> CCCCCN(c1ccc(C(=O)OCC)cc1)S(=O)(=O)c1ccc(C)cc1
  76	95	79	133	95	84	90	66	95
> C=CCSC(=S)OCc1ccccc1
  97	.	96	92	100	115	93	.	103
> O=Nc1c(-c2ccccc2)n(O)[n+]([O-])c1-c1ccccc1
  90	110	91	100	101	112	102	89	104
> Nc1ccc(Nc2ccncc2)cc1
  95	105	96	102	107	106	100	103	110
> Cn1ccnc1C(=O)/C=C/c1ccc(CC(=O)Nc2ccc(Cl)cc2)cc1
  23	50	6.9*	27	11	18	6.1*	35	-28*
> COC(=O)c1ccc(-n2cc(CCCOS(=O)(=O)c3ccc(I)cc3)nn2)cc1
  87	102	90	102	97	107	102	92	104
> CCOC(=O)c1c(C)nc2c(c1N)C(=O)C(=O)N2Cc1ccc(OC)cc1
  60	66	41	96	40	88	100	83	101
> COc1cc(C2=CC(c3ccc(C)cc3Br)N3C(C)=CSC3=N2)cc(OC)c1OC (stereo not drawn)
  66	105	69	94	99	92	95	96	106
> CC[C@@H](C)/C=C(C)/C=C/C(=O)c1c(O)c(-c2ccc(OC(=O)[C@@]34CC[C@@](C)(C(=O)O3)C4(C)C)cc2)c[nH]c1=O
  60	96	.	87	92	98	110	74	89
> O=C(C[n+]1ccccc1)c1ccc(Br)cc1
  91	99	86	94	101	119	101	92	110
> N#CC1=C(c2c[nH]c3ccccc23)Nc2nc(N)[nH]c(=O)c2C1c1ccc2c(c1)OCO2 (stereo not drawn)
  84	109	84	124	113	98	110	110	105
> Cc1ccc(C2=C/C(=C/c3ccccc3)C(=O)N2CCc2ccc(S(N)(=O)=O)cc2)cc1
  72	98	92	112	96	104	90	55	100
> O=C(CCNC(=O)c1ccc2c(c1)/C(=C/c1ccc[nH]1)C(=O)N2)NO
  94	99	62	95	107	102	83	99	102
> CC(C)(C)c1cc(/C=N/NC(=O)c2ccccc2NC(=O)c2ccco2)c(O)c(C(C)(C)C)c1
  26	38	70	48	43	72	45	32	30
> CN(C)CCCC1(c2ccc(F)cc2)OCc2cc(-c3cncc4ccccc34)ccc21 (stereo not drawn)
  30	37	43	83	47	20	52	28	11
> COc1ccc2[nH]c(=O)cc(-n3nncc3COc3ccc(C=O)cc3)c2c1
  62	94	99	117	102	.	105	83	104
> COc1ccc(C2C3Cc4cc(OC)c(OC)cc4C3=NN2C(=O)Nc2ccc(F)cc2)cc1OC (stereo not drawn)
  77	99	92	.	101	120	103	93	92
> CCOP(=O)(OCC)/C(=C\N1C(=O)CC(=O)NC1=S)C(=O)OC
  90	100	104	112	108	103	107	97	103
> C=C(CC(=O)OC)C(=O)OC
  85	116	102	102	96	119	99	99	104
> O=C1CCSC(=S)N1CCCCN1C(=O)CCSC1=S
  95	107	79	122	109	111	106	98	109
> COc1cc2c3c(c1OC)-c1cc4c(cc1CC3OCC2)OCO4 (stereo not drawn)
  75	95	106	126	103	90	91	88	102
> N#CC1c2ccccc2-c2ccccc2N1C(=O)c1ccccc1 (stereo not drawn)
  42	30	15	64	17	32	57	37	18
> N#C/C(=C\c1ccc(Cl)cc1)n1nnc2cc(F)c(F)cc21
  -17*	9.2*	3.7*	17	15	-19*	34	18	-22*

Rewritten with tabs: entries from further up
SMILES	UO-31	ACHN	NCI-H522	TK-10	786-0	RXF 393	NCI-H322M	CAKI-1	NCI-H460
Nc1ccc(Nc2ccncc2)cc1	95	105	96	102	107	106	100	103	110
Cn1ccnc1C(=O)/C=C/c1ccc(CC(=O)Nc2ccc(Cl)cc2)cc1	23	50	6.9*	27	11	18	6.1*	35	-28*
COC(=O)c1ccc(-n2cc(CCCOS(=O)(=O)c3ccc(I)cc3)nn2)cc1	87	102	90	102	97	107	102	92	104
CCOC(=O)c1c(C)nc2c(c1N)C(=O)C(=O)N2Cc1ccc(OC)cc1	60	66	41	96	40	88	100	83	101
COc1cc(C2=CC(c3ccc(C)cc3Br)N3C(C)=CSC3=N2)cc(OC)c1OC (stereo not drawn)	66	105	69	94	99	92	95	96	106
CC[C@@H](C)/C=C(C)/C=C/C(=O)c1c(O)c(-c2ccc(OC(=O)[C@@]34CC[C@@](C)(C(=O)O3)C4(C)C)cc2)c[nH]c1=O	60	96	.	87	92	98	110	74	89
O=C(C[n+]1ccccc1)c1ccc(Br)cc1	91	99	86	94	101	119	101	92	110
N#CC1=C(c2c[nH]c3ccccc23)Nc2nc(N)[nH]c(=O)c2C1c1ccc2c(c1)OCO2 (stereo not drawn)	84	109	84	124	113	98	110	110	105
Cc1ccc(C2=C/C(=C/c3ccccc3)C(=O)N2CCc2ccc(S(N)(=O)=O)cc2)cc1	72	98	92	112	96	104	90	55	100

The listing continues:
The line under a structure holds: UO-31	ACHN	NCI-H522	TK-10	786-0	RXF 393	NCI-H322M	CAKI-1	NCI-H460
> Cc1cc(C)n(-c2nc3ccccc3[nH]c2=O)n1
  80	96	94	96	95	99	98	91	102
> NC(=S)N/N=C\c1cccc(/C=N/NC(N)=S)n1
  89	94	94	134	105	100	99	91	95
> Cn1cnc2c(ncn2C)c1=N
  92	110	110	105	95	110	115	111	108
> O=C1NC(=S)NC(=O)C1=Cc1ccc(OCC(=O)N2CCOCC2)cc1
  83	100	99	108	101	100	102	94	109
> O=C1CC(c2ccccc2)=NO1
  68	.	90	101	95	106	106	100	108
> Fc1ccccc1N=Cc1ccc(C=Nc2ccccc2F)cc1
  .	104	113	101	106	107	96	89	104
> CCN(CC)CCOc1ccccc1C
  95	101	93	107	99	160	115	102	109
> CC1(C)CCc2cc(-c3ccn(S(=O)(=O)c4ccc(Cl)cc4)n3)ccc2O1
  76	89	66	77	71	89	94	64	74
> CCOC(=O)c1cnc2c(-c3cccc(Br)c3)cnn2c1
  59	98	91	151	107	101	95	79	101
> C=CCn1c(SC/C(=N\O)c2ccccc2)nnc1-c1ccc(OC)c(OC)c1
  78	98	89	112	119	117	97	90	105
> O=C(O)CCc1ccc(NC(=O)CN(CCO)CCO)cc1
  88	108	87	120	109	103	106	100	103
> Cc1ccc(C(N)=O)cn1
  77	104	101	103	99	114	103	108	109
> COc1ccc(/C=C2/C(=O)N(/C=C3\C(=O)Oc4ccccc4C3=O)C(=NC(C)=O)N2C)cc1OC
  98	114	110	94	104	111	107	102	103
> O=C(c1ccccc1)N1CCCCC1
  86&75	107&99	92&82	90&104	101&107	120&112	101&90	91&90	106&105
> CC1CN(CC(O)c2ccc(Br)cc2)CCO1 (stereo not drawn)
  85	106	.	110	102	124	107	103	108
> O=C(O)c1ccc(N2C(=O)C=CC2=O)cc1O
  92	94	104	103	109	128	109	105	114
> CC/C(=C(/c1ccc(OCCN(C)C)cc1)c1ccc(OC(=O)CCC(=O)c2c(C)[nH]c(/C=C3\N=C(c4ccc[nH]4)C=C3OC)c2C)cc1)c1ccccc1
  5.9*	30	-0.6*	22	21	15	75	19	51
> O=C1N[C@@H](Cc2c[nH]c3ccccc23)C(=O)N(Cc2ccco2)[C@H]1Cc1ccccc1
  66	102	73	105	112	104	86	86	111
> N[C@H](CC/[N+]([O-])=N/O)C(=O)O
  93	103	92	105	103	112	101	105	105
> CN1CC[C@@H](c2c(O)cc(O)c3c(=O)cc(-c4ccccc4Cl)oc23)[C@@H](O)C1
  -5.7*	-14*	-43*	0.6*	13	12	4.7*	5.1*	5.2*
> O=C(Nc1ccc(NCCN2CCOCC2)nc1)c1cccc(C(F)(F)F)c1
  93	109	94	108	103	115	108	98	111
> CC1=CC(C)(C)NC(=S)N1c1ccc(Cl)cc1
  82	100&95	92&94	99&100	98&100	121&104	98	98&92	112&101
> COc1ccc(-n2c(SCc3nnc(NC(=O)c4ccc(Br)cc4)s3)nc3cc(OC)c(OC)cc3c2=O)cc1
  84	98	89	118	105	104	86	84	93
> CCN1CCN(CC(=O)Nc2nc3ccc(NCc4ccc(OC)cc4)cc3s2)CC1
  71	97	98	104	98	94	99	88	103
> Cc1nc(-c2nc(-c3ccccc3)c(-c3ccccc3)[nH]2)sc1C
  78	104	97	115	91	121	98	88	121
> O=C(Nc1cccc(Cl)c1)c1cc([N+](=O)[O-])ccc1O
  46	60	-2.4*	61	64	46	44	53	54
> CC1(C)CCC(C)(C)C2CC3C(CC21)C(C)(C)CCC3(C)C (stereo not drawn)
  98	109	84	108	107	112	93	112	112
> CC(C)(C)[Si](C)(C)OC1[C@@H](COC(=O)NC(=O)CCl)O[C@@H](n2cnc3c(N)ncnc32)[C@H]1O[Si](C)(C)C(C)(C)C (stereo partly drawn)
  20	61	.	.	4.1*	64	113	19	65
> O=[N+]([O-])Cc1c2ccccc2nc2ccccc12
  96	103	93	95	98	108	104	91	101
> Cc1c2n(c3ccccc13)Cc1cnnn1C(C(=O)c1ccc(O)cc1)=C2
  62	81	84	119	90	82	94	77	102
> CCOC(=O)C1=C(C)OC(N)=C(C#N)C1c1cc2ccccc2n2nnnc12 (stereo not drawn)
  71	98	89	104	87	124	97	102	111
> O=[N+]([O-])c1cc(Cl)ccc1-n1cc(COc2ncnc3c2cnn3-c2ccccc2)nn1
  89	106	.	101	105	110	100	91	99
